High-throughput results deposited in PubChem BioAssay by Broad Institute.
TcdB inh: blocks C. difficile toxin B glycohydrolase activity | inhibition, % at 9.99 µM | TcdB glycohydrolase enzymatic assay, plate reader | actives 0.24% (n = 350,000) | P18177 | AID 652162; in the data active = inhibition above about 10%
Target sequence (P18177 whole entry, looked up): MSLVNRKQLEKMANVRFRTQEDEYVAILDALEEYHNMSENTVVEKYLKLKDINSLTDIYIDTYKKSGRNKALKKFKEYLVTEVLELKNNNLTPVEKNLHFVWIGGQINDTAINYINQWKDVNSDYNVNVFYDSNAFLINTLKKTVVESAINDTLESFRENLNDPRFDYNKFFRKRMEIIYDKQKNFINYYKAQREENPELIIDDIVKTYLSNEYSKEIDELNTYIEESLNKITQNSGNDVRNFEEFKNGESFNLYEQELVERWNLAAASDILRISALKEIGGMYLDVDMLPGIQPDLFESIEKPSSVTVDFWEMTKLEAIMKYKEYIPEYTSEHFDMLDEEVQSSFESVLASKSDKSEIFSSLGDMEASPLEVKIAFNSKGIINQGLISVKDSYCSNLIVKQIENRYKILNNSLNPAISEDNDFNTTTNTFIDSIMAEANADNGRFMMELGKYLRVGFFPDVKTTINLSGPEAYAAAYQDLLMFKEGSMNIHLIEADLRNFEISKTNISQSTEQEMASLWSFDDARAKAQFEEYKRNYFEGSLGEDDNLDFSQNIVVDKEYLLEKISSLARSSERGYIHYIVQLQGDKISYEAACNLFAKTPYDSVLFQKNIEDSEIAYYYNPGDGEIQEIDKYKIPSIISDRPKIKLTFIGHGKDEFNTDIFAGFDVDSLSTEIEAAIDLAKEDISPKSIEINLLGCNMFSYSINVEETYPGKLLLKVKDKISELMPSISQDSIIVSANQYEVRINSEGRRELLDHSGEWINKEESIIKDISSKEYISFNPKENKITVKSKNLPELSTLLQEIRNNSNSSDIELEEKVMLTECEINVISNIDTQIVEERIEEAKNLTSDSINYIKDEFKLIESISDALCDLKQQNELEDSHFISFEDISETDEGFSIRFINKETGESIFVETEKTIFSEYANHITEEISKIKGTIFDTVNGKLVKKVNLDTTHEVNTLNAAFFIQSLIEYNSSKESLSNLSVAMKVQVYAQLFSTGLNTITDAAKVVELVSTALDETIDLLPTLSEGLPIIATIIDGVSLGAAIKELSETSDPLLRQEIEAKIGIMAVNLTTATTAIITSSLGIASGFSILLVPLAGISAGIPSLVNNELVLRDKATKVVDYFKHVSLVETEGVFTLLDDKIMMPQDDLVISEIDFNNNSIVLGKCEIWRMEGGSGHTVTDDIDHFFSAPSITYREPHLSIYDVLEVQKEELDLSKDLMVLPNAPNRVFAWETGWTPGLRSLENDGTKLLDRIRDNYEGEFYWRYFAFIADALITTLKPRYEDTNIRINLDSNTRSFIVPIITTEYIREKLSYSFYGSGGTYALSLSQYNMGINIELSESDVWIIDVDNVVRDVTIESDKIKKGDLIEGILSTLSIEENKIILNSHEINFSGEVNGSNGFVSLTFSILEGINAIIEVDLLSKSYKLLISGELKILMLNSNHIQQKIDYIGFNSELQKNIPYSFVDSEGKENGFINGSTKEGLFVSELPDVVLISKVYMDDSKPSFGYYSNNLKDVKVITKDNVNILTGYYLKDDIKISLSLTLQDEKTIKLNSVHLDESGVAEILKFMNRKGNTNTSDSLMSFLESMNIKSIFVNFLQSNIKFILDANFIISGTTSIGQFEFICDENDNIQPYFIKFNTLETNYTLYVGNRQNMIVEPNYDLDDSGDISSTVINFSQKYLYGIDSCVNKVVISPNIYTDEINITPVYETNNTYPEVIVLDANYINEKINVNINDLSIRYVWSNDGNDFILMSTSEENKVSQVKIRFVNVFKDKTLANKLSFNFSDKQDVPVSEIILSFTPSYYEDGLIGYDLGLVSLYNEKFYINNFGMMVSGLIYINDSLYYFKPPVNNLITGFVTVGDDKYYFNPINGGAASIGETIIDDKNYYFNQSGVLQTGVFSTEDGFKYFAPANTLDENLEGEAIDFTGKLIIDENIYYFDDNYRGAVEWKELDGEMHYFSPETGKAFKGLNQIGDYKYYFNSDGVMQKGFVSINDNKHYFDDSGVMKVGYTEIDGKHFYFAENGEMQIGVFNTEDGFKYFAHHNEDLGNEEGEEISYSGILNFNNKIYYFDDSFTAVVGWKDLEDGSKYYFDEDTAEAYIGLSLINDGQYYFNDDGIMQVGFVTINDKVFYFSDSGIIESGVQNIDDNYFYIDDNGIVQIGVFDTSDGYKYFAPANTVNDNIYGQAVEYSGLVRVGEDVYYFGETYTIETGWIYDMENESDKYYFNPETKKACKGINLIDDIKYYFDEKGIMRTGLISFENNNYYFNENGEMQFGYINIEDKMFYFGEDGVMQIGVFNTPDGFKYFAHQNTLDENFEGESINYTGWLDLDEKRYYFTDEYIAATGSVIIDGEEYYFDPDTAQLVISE
Active calls of the source: *. An excerpt. The share of hits here may be higher or lower than overall.

CC(C)NC(=O)N(C)C[C@@H]1OCCCC[C@@H](C)Oc2ccc(NC(=O)Nc3ccc4c(c3)OCO4)cc2C(=O)N([C@H](C)CO)C[C@@H]1C
  TcdB inh: -0.3
C[C@H](CO)N1C[C@H](C)[C@@H](CN(C)Cc2ccncc2)Oc2ncc(C#CC3(O)CCCC3)cc2C1=O
  TcdB inh: 0.0
O=C(C[C@H]1CC[C@@H]2[C@H](COC[C@@H](O)CN2Cc2cccc(Cl)c2)O1)NCc1cccc(F)c1
  TcdB inh: -1.0
CN1C(=O)c2cc(NC(=O)Nc3ccccc3F)ccc2OC[C@@H]2O[C@H](CC(=O)NCc3ccc(-c4ccccc4)cc3)CC[C@@H]21
  TcdB inh: -0.1
Cc1noc(C)c1NC(=O)Nc1ccc2c(c1)C(=O)N([C@H](C)CO)C[C@@H](C)[C@@H](CN(C)C(=O)NC(C)C)OCCCC[C@@H](C)O2
  TcdB inh: -1.1
COc1ccc2c3c(n(C)c2c1)[C@H](CO)N(C(=O)Nc1ccc(F)cc1)CC31CCN(S(=O)(=O)c2cccc(F)c2)CC1
  TcdB inh: 0.3
C[C@H]1CN([C@@H](C)CO)C(=O)c2cc(NC(=O)Cc3ccccc3)ccc2O[C@H]1CN(C)S(=O)(=O)c1ccc(F)cc1
  TcdB inh: 1.6
COc1ccc(CN(C)C[C@H]2Oc3ccc(NC(=O)Cn4cnnn4)cc3C(=O)N([C@@H](C)CO)C[C@@H]2C)cc1
  TcdB inh: 1.1
COc1ccccc1NC(=O)N1CC(=O)N2[C@@H](CO)[C@H](c3ccc(C#CC(C)C)cc3)[C@@H]2C1
  TcdB inh: -1.1
N#C[C@@H]1[C@@H](c2ccc(/C=C/c3ccccc3)cc2)[C@@H](CO)N1C(=O)Cc1ccccn1
  TcdB inh: -0.6

CS(=O)(=O)N1CC(=O)N2[C@H](CO)[C@@H](c3ccc(C#Cc4ccc(F)cc4)cc3)[C@H]2C1
  TcdB inh: -0.2
CC(C)NC(=O)Nc1ccc2c(c1)C(=O)N([C@H](C)CO)C[C@H](C)[C@H](CN(C)S(=O)(=O)c1cccs1)OCCCC[C@@H](C)O2
  TcdB inh: -1.1
COc1cccc(NC(=O)N[C@H]2CC[C@H](CC(=O)Nc3ccccc3)O[C@@H]2CO)c1
  TcdB inh: -1.0
C[C@H](CO)N1C[C@H](C)[C@@H](CN(C)C(=O)Oc2ccccc2)OCc2ccccc2-c2ccccc2C1=O
  TcdB inh: 0.4
O=C(C[C@H]1C[C@@H]2c3cc(NS(=O)(=O)c4ccc(F)cc4)ccc3O[C@@H]2[C@@H](CO)O1)NCc1ccc(Cl)cc1
  TcdB inh: -0.6
COc1ccc2c3c(n(C)c2c1)[C@@H](CO)N(C(=O)NC(C)C)CC31CCN(CC2CCOCC2)CC1
  TcdB inh: -7.8
COc1ccc(S(=O)(=O)Nc2ccc3c(c2)[C@@H]2C[C@@H](CC(=O)N(C)C)O[C@H](CO)[C@@H]2O3)cc1
  TcdB inh: 0.3
O=C(CC1CC1)N1CC(=O)N2[C@H](CO)[C@H](c3ccc(C#Cc4ccccc4)cc3)[C@H]2C1
  TcdB inh: 0.1
C[C@@H]1CN([C@@H](C)CO)C(=O)c2cccc(NS(C)(=O)=O)c2O[C@@H]1CN(C)S(=O)(=O)c1cccs1
  TcdB inh: -0.4
C[C@H](CO)N1C[C@H](C)[C@H](CN(C)C)Oc2ncc(-c3cccnc3)cc2C1=O
  TcdB inh: -2.3

By substructure: the entries above containing a Cl atom.
O=C(C[C@H]1CC[C@@H]2[C@H](COC[C@@H](O)CN2Cc2cccc(Cl)c2)O1)NCc1cccc(F)c1
  TcdB inh: -1.0
O=C(C[C@H]1C[C@@H]2c3cc(NS(=O)(=O)c4ccc(F)cc4)ccc3O[C@@H]2[C@@H](CO)O1)NCc1ccc(Cl)cc1
  TcdB inh: -0.6

New compounds follow
C[C@H]1CCCCO[C@H](CN(C)C(=O)c2ccccc2)[C@@H](C)CN([C@@H](C)CO)C(=O)c2cc(NC(=O)c3ccccc3)ccc2O1
  TcdB inh: 0.6
COCC#Cc1cnc2c(c1)C(=O)N([C@H](C)CO)C[C@@H](C)[C@H](CN(C)Cc1ccc3c(c1)OCO3)O2
  TcdB inh: -2.3
COc1ccc(S(=O)(=O)Nc2ccc3c(c2)C(=O)N([C@@H](C)CO)C[C@@H](C)[C@H](CN(C)S(=O)(=O)c2ccc(OC)cc2)O3)cc1
  TcdB inh: -1.0
CN1C(=O)c2cc(NC(=O)C3CCCC3)ccc2OC[C@@H]2O[C@@H](CC(=O)NCCc3ccncc3)CC[C@@H]21
  TcdB inh: 2.7
CN(C[C@@H]1N[C@H](CO)[C@@H]1c1ccc(-c2ccccc2)cc1)C(=O)C1CCC1
  TcdB inh: -1.0
O=C(C[C@H]1CC[C@@H](NC(=O)Nc2cc(F)ccc2F)[C@@H](CO)O1)NCc1ccc2c(c1)OCO2
  TcdB inh: 0.0
CO[C@@H]1CN(C)C(=O)c2cc(NC(C)=O)ccc2OC[C@@H](C)N(Cc2ccc(F)cc2)C[C@@H]1C
  TcdB inh: 0.4
COc1ccccc1CNC(=O)C[C@@H]1C[C@H]2c3cc(NS(=O)(=O)c4ccc(F)cc4)ccc3O[C@H]2[C@@H](CO)O1
  TcdB inh: -0.4
CCNC(=O)[C@@H]1[C@@H](CO)[C@@H]2Cn3c(ccc(-c4ccccc4)c3=O)[C@H]1N2C(=O)C1CC1
  TcdB inh: -2.1
COc1ccc(CN(C)C[C@@H]2Oc3c(NS(=O)(=O)c4ccc(OC)cc4)cccc3C(=O)N([C@@H](C)CO)C[C@H]2C)cc1
  TcdB inh: -0.3

Taken from above:
Under TcdB inh, COc1ccc(S(=O)(=O)Nc2ccc3c(c2)C(=O)N([C@@H](C)CO)C[C@@H](C)[C@H](CN(C)S(=O)(=O)c2ccc(OC)cc2)O3)cc1 has -1.0
Under TcdB inh, O=C(C[C@H]1CC[C@@H](NC(=O)Nc2cc(F)ccc2F)[C@@H](CO)O1)NCc1ccc2c(c1)OCO2 has 0.0

Remaining list, next part
C[C@@H]1CN([C@H](C)CO)C(=O)c2cc(NC(=O)Nc3cccc4ccccc34)ccc2O[C@@H](C)CCCCO[C@H]1CN(C)Cc1ccc(C(=O)O)cc1
  TcdB inh: -0.5
CC(C)NC(=O)N(C)C[C@@H]1Oc2c(NS(=O)(=O)c3ccccc3)cccc2C(=O)N([C@H](C)CO)C[C@H]1C
  TcdB inh: -0.1
C[C@@H]1CN([C@H](C)CO)C(=O)Cc2cc(NC(=O)CCCCCC(=O)Nc3ccccc3N)ccc2O[C@@H]1CN(C)C(=O)Nc1ccccc1
  TcdB inh: -0.7
COC(=O)C[C@H]1CC[C@@H]2[C@@H](COc3ccc(NC(=O)C4CCOCC4)cc3C(=O)N2C)O1
  TcdB inh: 1.0
CCNC(=O)[C@@H]1[C@@H](CO)[C@@H]2Cn3c(ccc(-c4ccc(OC)cc4)c3=O)[C@@H]2N1Cc1ccccc1
  TcdB inh: 0.5
Cc1noc(C)c1NC(=O)Nc1ccc2c(c1)CC(=O)N([C@H](C)CO)C[C@H](C)[C@H](CN(C)S(=O)(=O)c1ccc(Cl)cc1)O2
  TcdB inh: -0.3
C[C@H]1CN([C@@H](C)CO)C(=O)c2cc(C#CC3(O)CCCC3)cnc2O[C@H]1CN(C)C(=O)CN(C)C
  TcdB inh: 1.0
CCCNC(=O)N(C)C[C@H]1Oc2cc(C#Cc3ccccn3)ccc2S(=O)(=O)N([C@@H](C)CO)C[C@H]1C
  TcdB inh: -2.0
CN(C)CC(=O)N1CC2(C1)[C@H](c1ccccc1)[C@@H](CO)N2C(=O)C1CCC1
  TcdB inh: 0.2
Cc1noc(C)c1S(=O)(=O)Nc1ccc2c(c1)CC(=O)N([C@H](C)CO)C[C@@H](C)[C@@H](CN(C)C(=O)Nc1cccc3ccccc13)O2
  TcdB inh: 0.6

Structural class: the compounds so far with a thiophene ring, fused or not.
CC(C)NC(=O)Nc1ccc2c(c1)C(=O)N([C@H](C)CO)C[C@H](C)[C@H](CN(C)S(=O)(=O)c1cccs1)OCCCC[C@@H](C)O2
  TcdB inh: -1.1
C[C@@H]1CN([C@@H](C)CO)C(=O)c2cccc(NS(C)(=O)=O)c2O[C@@H]1CN(C)S(=O)(=O)c1cccs1
  TcdB inh: -0.4

The results go on:
SMILES | TcdB inh
Cc1ccccc1-c1ccccc1[C@@H]1[C@@H](C#N)N(C(=O)c2ccccc2)[C@H]1CO | -0.3
C[C@@H]1CN([C@@H](C)CO)S(=O)(=O)c2ccc(C#Cc3ccccc3)cc2O[C@@H]1CN(C)C(=O)c1ccccn1 | 0.1
O=C([C@H]1[C@H](CO)[C@H]2Cn3c(cccc3=O)[C@H]2N1C(=O)C1CCCC1)N1CCOCC1 | 1.5
C[C@@H]1CN([C@H](C)CO)C(=O)Cc2cc(NC(=O)NC3CCCCC3)ccc2O[C@@H]1CN(C)C(=O)Nc1cccc2ccccc12 | 0.7
C[C@@H]1CN([C@@H](C)CO)C(=O)c2cccc(NS(=O)(=O)c3cccs3)c2O[C@@H]1CN(C)CC1CC1 | -0.2
CC(C)CC#Cc1ccc2c(c1)O[C@@H](CN(C)C(=O)c1ccccc1)[C@H](C)CN([C@H](C)CO)S2(=O)=O | 1.3
COc1ccc(S(=O)(=O)Nc2ccc3c(c2)C(=O)N([C@@H](C)CO)C[C@@H](C)[C@@H](CN(C)C(=O)NC(C)C)OCCCC[C@H](C)O3)cc1 | -0.1
O=C(c1ccc(F)cc1)N1CC[C@@H]2[C@H](CO)Nc3ccc(-c4ccccc4F)cc3[C@@H]21 | -0.4
O=C(c1ccccc1)N1C[C@H]2[C@@H](c3ccccc31)[C@@H](CO)N2C(=O)c1ccccn1 | -1.3
CCN(C[C@@H]1[C@@H](c2ccccc2)[C@@H](CO)N1C(=O)COC)S(C)(=O)=O | 0.4
COc1cccc(NC(=O)N(C)C[C@@H]2Oc3ncc(C#Cc4cccnc4)cc3C(=O)N([C@H](C)CO)C[C@@H]2C)c1 | -0.1
CCC(=O)Nc1ccc2c(c1)C(=O)N(C)C[C@H](OC)[C@@H](C)CN(C(=O)C1CC1)[C@H](C)CO2 | 0.3
CCCNC(=O)Nc1ccc2c(c1)C(=O)N(C)C[C@H](OC)[C@H](C)CN(C(=O)c1ccccc1F)[C@@H](C)CO2 | 0.0
O=C(c1cccc(F)c1)N1CC[C@H]2[C@H](CO)Nc3ccc(-c4ccc(F)cc4)cc3[C@H]21 | -0.1
CO[C@@H](CCO)[C@@H](O)c1ccc(O)c(F)c1 | 1.5
CCCN(C)C[C@H]1Oc2cc(C#Cc3ccccc3OC)ccc2S(=O)(=O)N([C@H](C)CO)C[C@H]1C | 1.1
Cc1ccccc1S(=O)(=O)N1C[C@@H](O)COC[C@H]2O[C@@H](CC(=O)O)CC[C@@H]21 | 0.9
CCCC(=O)N1C[C@@H]2[C@H](c3ccccc31)[C@@H](CO)N2C(=O)Nc1ccccc1 | 0.7
Cc1ccccc1-c1ccc([C@H]2[C@H]3CN(C(=O)c4ccncc4)CC(=O)N3[C@H]2CO)cc1 | 0.3
COc1ccc(-c2ccc([C@H]3[C@@H](CO)N4CCCCN(CC5CCOCC5)C[C@H]34)cc2)cc1 | 0.0
Cc1ccc(S(=O)(=O)N(C)C[C@@H]2Oc3c(NC(=O)C4CCOCC4)cccc3C(=O)N([C@H](C)CO)C[C@H]2C)cc1 | -0.2
C/C=C/c1cccc(-c2nc(C(=O)NCc3ccccc3)cc3c2[C@H](CCO)N([S@@](=O)C(C)(C)C)C3)c1 | -0.4
C[C@H]1CN([C@@H](C)CO)C(=O)c2cc(C#Cc3ccc(F)cc3)cnc2O[C@@H]1CN(C)Cc1ccccn1 | -1.4
N#Cc1ccc(-c2ccc([C@H]3[C@H](CO)N4CCCCN(C(=O)Nc5ccc(F)cc5)C[C@@H]34)cc2)cc1 | 0.7
C[C@@H]1CN([C@@H](C)CO)C(=O)Cc2cc(NC(=O)Cn3cnnn3)ccc2O[C@@H]1CN(C)Cc1ccc2c(c1)OCO2 | -0.2
Cc1ccc(-c2cnc3c(c2)C(=O)N([C@H](C)CO)C[C@H](C)[C@@H](CN(C)C(=O)c2cccc(F)c2)O3)cc1 | -0.5
COc1ccc(NC(=O)N(C)C[C@@H]2Oc3ccc(NC(=O)Cn4cnnn4)cc3CC(=O)N([C@H](C)CO)C[C@@H]2C)cc1 | 0.4
C[C@@H]1CN([C@H](C)CO)C(=O)c2cc(NC(=O)Cn3cnnn3)ccc2O[C@@H]1CN(C)C | -1.2
COCC(=O)N1CC(=O)N2[C@H](C1)[C@H](c1ccc(C#CC3CCCC3)cc1)[C@@H]2CO | 0.7
CC=Cc1ccc2n(c1=O)C[C@@H]1[C@@H](CO)[C@H](C(=O)NCc3ccccn3)[C@H]2N1CCC (mixture of isomers) | 1.4
C[C@H](CO)N1C[C@H](C)[C@H](CN(C)S(=O)(=O)c2ccccc2)Oc2ncc(-c3cccc(F)c3)cc2C1=O | -0.2
CCC(=O)N1C[C@@H]2[C@H](c3ccccc31)[C@@H](CO)N2Cc1cc(F)ccc1F | -1.2
COc1ccc(S(=O)(=O)Nc2cccc3c2O[C@H](CN(C)C(=O)Nc2c(C)noc2C)[C@H](C)CN([C@@H](C)CO)C3=O)cc1 | -1.5
C[C@H]1CN([C@@H](C)CO)C(=O)c2cc(NS(=O)(=O)c3cn(C)cn3)ccc2O[C@H]1CN(C)Cc1ccc(C(=O)Nc2ccccc2N)cc1 | 0.1
COCC(=O)N(C)C[C@@H]1Oc2ncc(C#Cc3ccc(OC)cc3)cc2C(=O)N([C@@H](C)CO)C[C@@H]1C | 0.6
O=C(C1CCOCC1)N1CC(=O)N2[C@H](CO)[C@@H](c3ccc(Br)cc3)[C@@H]2C1 | 0.3
CN(C)CC(=O)Nc1ccc2c(c1)[C@H]1C[C@H](CC(=O)NCc3ccncc3)O[C@H](CO)[C@H]1O2 | 2.1
COc1ccc(S(=O)(=O)N2C[C@@H](O)COC[C@H]3O[C@@H](CC(=O)NCc4ccc(Cl)c(Cl)c4)CC[C@@H]32)cc1 | -0.9
NCC[C@@H]1CC[C@@H](NC(=O)Cc2ccncc2)[C@@H](CO)O1 | 1.0
C[C@@H]1CCCCO[C@@H](CN(C)Cc2ccc3c(c2)OCO3)[C@H](C)CN([C@H](C)CO)C(=O)c2cc(NC(=O)Nc3ccc(C(F)(F)F)cc3)ccc2O1 | -5.6
COC(=O)C(CC#Cc1ccc2c(c1)[C@]1(C(=O)N2)[C@H](C(=O)NC[C@H](O)c2ccccc2)[C@H]2C(=O)O[C@H](c3ccccc3)[C@H](c3ccccc3)N2[C@@H]1c1ccccc1OCCO)C(=O)OC | 0.4
